Screens: PubChem BioAssay, National Center for Advancing Translational Sciences (NCATS)
AmpC inh detg = AmpC beta-lactamase inhibition with detergent present; AmpC hydrolysis of nitrocefin, absorbance 480 nm, 0.01% Triton; AID 485294; Potency, µM (doses to about 114 µM), inactives show at the highest dose activity change, negative = inhibition, most hits filed as inhibitors; actives 0.041% (n = 370,000); P00811;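 note: potency is the fitted concentration of half-maximal effect; 0% = no-compound wells and -100% = no-enzyme wells; nearly all actives have a fitted effect of over 25% in size; some results filed as inactive show a strong effect at the top dose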
Target sequence (P00811 whole entry, looked up): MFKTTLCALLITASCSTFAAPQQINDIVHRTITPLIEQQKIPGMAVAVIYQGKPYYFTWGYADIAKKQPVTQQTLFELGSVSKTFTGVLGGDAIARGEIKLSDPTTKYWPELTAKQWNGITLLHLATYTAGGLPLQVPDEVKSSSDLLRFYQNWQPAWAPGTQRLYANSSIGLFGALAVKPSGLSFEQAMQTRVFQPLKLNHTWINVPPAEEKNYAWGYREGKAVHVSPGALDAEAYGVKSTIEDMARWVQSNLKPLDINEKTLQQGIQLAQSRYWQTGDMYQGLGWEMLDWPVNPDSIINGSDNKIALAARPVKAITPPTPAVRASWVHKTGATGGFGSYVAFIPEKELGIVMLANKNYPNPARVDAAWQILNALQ
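AmpC (5.3 nM in the dispensed reagent) in 20 mM phosphate pH 7.0 with 0.01% (detergent screen) or 0.0001% Triton X-100 was preincubated with compounds for 15 min at room temperature. Nitrocefin was then added from an 800 uM solution, and hydrolysis was followed at 480 nm.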
AMA1-RON2 inh = inhibitors of Plasmodium falciparum AMA1-RON2 interaction | AlphaScreen AMA1-biotinylated RON2 peptide binding | Potency, µM (top dose mostly 58.2 µM), without a hit: top-dose activity change, negative = inhibition, actives largely listed as inhibitors | actives 0.2% (n = 360,000) | AID 720542;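 note: potency is the fitted concentration of half-maximal effect; 0% = vehicle wells and -100% = peptide control; nearly all actives have a fitted effect of over 45% in size; some results filed as inactive show a strong effect at the top dose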
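AMA1 (3D7) with his tag at 25 nM final met compounds first, then biotinylated RON2 peptide at 25 nM; detection used donor plus acceptor beads, 10 µg/mL apiece, read by AlphaScreen after 30 min at room temperature.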
Giardia FBPA inh = blocks Giardia fructose-bisphosphate aldolase activity; A8B2U2; purified Giardia FBPA; Potency, µM (highest dose often 59.6 µM), for inactives: at the top dose activity, negative = inhibition, usual class: inhibitors; actives 0.71% (n = 290,000); AID 2451; note: potency is the fitted concentration of half-maximal effect; nearly all actives have a fitted effect of over 55% in size
Target sequence (A8B2U2 whole entry, looked up): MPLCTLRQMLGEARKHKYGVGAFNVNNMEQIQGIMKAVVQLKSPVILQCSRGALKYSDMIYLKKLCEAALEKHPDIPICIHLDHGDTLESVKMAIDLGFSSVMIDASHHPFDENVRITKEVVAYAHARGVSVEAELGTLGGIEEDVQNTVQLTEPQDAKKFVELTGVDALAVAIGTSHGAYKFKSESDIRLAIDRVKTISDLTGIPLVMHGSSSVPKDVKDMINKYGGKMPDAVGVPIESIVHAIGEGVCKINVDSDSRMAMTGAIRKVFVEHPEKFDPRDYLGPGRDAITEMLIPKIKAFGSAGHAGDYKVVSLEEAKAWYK
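40 nM FBPA preincubated 10 min at RT with compound (up to 57.5 uM final), then substrate plus GAPDH/TPI/NAD/arsenate coupling and diaphorase/resazurin added. Fluorescence read after 20 min at RT, 525/598 nm.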
HCMV inh = human cytomegalovirus inhibition | HFF cells, HCMV-luciferase reporter, 72 h; active compounds read low | activity change, negative = inhibition, % at 57.5 µM | actives 4.5% (n = 410,000); in the data active = activity change below about -60%; inconclusive = no clear call, values can overlap the other calls; inactive = above about -39%
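Cell-based, HFFs, 1000 cells/well, 16 h 37C; cpds in DMSO + HCMV-luc, MOI 1 PFU/cell; 72 h 37C; OneGlo luminescence after 5 min RT; norm. to buffer vs Salinomycin 10uM.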
Sm TGR inh = blocks Schistosoma mansoni thioredoxin glutathione reductase | Q962Y6 | purified TGR, DTNB reduction, TNB absorbance 405 nm | Potency, µM (titrated, usually from 114 µM), inactives show at the top dose activity change, negative = inhibition, usual class: inhibitors | actives 3% (n = 360,000); note: potency is the fitted concentration of half-maximal effect; nearly all actives have a fitted effect of over 60% in size
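Kinetic colorimetric format: TGR-catalysed, NADPH-driven DTNB reduction monitored via TNB absorbance. Enzyme dispensed at 20 nM; compound exposure 15 min at room temperature before reaction start.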
HCV inhibitor = HCV inhibition | Huh7.5.1 HCVcc-Cre infection, luciferase reporter, 44 h | Potency, µM (titrated, usually from 41.8 µM), for the others: at the top dose activity change, negative = inhibition, most hits filed as inhibitors | actives 3.4% (n = 340,000); note: potency is the fitted concentration of half-maximal effect
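A cell-based infection assay in which seeded cells (1,000 per well) receive test compound after 4 h, are inoculated with HCVcc-Cre at approximately 0.5 moi, and are incubated 44 h before luminescence detection.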
* = called active by the depositor; ? = inconclusive; . = not tested or not shown; [ ] = remark or other dose. Unless noted, calls come from the whole dose curve; as a rule, active = well fitted curve in the direction sought with a large enough effect; inconclusive = small, poorly fitted or top-dose-only effect, or another doubt; inactive = no such curve, though single readings can be large; an effect the other way counts as inactive or inconclusive. Unless noted, % is set by controls: 0 for no effect and ±100 for the full control effect.

SMILES	AmpC inh detg	AMA1-RON2 inh	Giardia FBPA inh	HCMV inh	Sm TGR inh	HCV inhibitor
Cc1ccc(N2C(=O)N(CC(=O)NCc3ccc(Cl)cc3)C(=O)C2C)cc1 (centres undefined)	1%	10%	7%	50	-24%	?
CC(=O)OCC(=O)c1ccc2ccn(C(C)=O)c2c1	?	-3%	-6%	-16	5%	-10%
CN(CCC1CCCCO1)C(=O)CCc1nnc(C2CCCCC2)o1 (centres undefined)	4%	6%	0%	-13	14%	15%
Cc1ccc(S(=O)(=O)CCC(=O)OCC(=O)c2ccc(F)cc2)cc1	-10%	-7%	.	-24	-8%	22%
Cc1ccc(C(=O)C(C)OC(=O)c2ccccc2[N+](=O)[O-])cc1 (centres undefined)	-4%	?	-6%	9	-1%	-2%
Cc1c(Nc2c3c(c(C#N)c4nc5ccccc5n24)CCC3)c(=O)n(-c2ccccc2)n1C	-6%	.	-25%	.	32µM*	.
COc1ccc(OC)c(-c2nc(Nc3ccccc3C)sc2CC(=O)O)c1	22%	.	.	63	?	.
Cc1ccccc1CN1C(=O)c2ccccc2Sc2ccc(C(=O)N3CCCC3)cc21	2%	.	.	?	-1%	.
Brc1cccc(CNn2cnnc2)c1	.	7%	.	5	.	11%
O=C(CSc1nccn1-c1ccccc1)NO	0%	-1%	1%	0	-5%	7%
COCCn1c(SCc2nc3cc(OC)c(OC)cc3c(=O)[nH]2)nnc1-c1ccncc1	-13%	-2%	-5%	3	-2%	22%
Cc1cc(C)c(C)c(S(=O)(=O)N[C@@H](C)C(=O)OCC(=O)NC2CCCC(C)C2C)c1C (some centres undefined)	.	-6%[11.6 µM]	.	-14	.	14%
Cc1nc(COc2cccc(Cl)c2)sc1C(=O)/C=C/N(C)C	-1%	-5%	2%	-4	-20%	?
Cc1n[nH]c(=O)nc1NCC1CCCO1 (centres undefined)	-8%	4%	2%	24	-3%	5%
COc1ccc(C2c3ccc(O)cc3Oc3ncn4nc(-c5cccnc5)nc4c32)cc1OC (centres undefined)	-2%	61%[activator]	3%	42	-7%	28µM*
O=C(COc1ccccc1)NCC(=O)N/N=C/c1ccc(O)cc1O	4%	152%[activator]	20%	-28	-8%	-19%
Cc1nn(C)c(C)c1S(=O)(=O)N1CCCC(C(=O)NCCc2ccc(Cl)cc2)C1 (centres undefined)	?	14%	0%	-12	0%	4%
CC(=O)Nc1nnc(S(=O)(=O)N2CCN(c3ccc(Cl)cc3[N+](=O)[O-])CC2)s1	1%	-11%	.	-22	8%	17%
O=C(COc1ccc(S(=O)(=O)NCc2ccccc2)cc1Cl)NCc1ccccn1	-21%	38%[activator]	-14%	9	-6%	8%
Cc1cnc(Nc2nc3ccccc3o2)nc1C(=O)Nc1cccc(C(F)(F)F)c1	-17%	90%[activator]	3%	-74*	-31%	6.3µM*
Cc1ccccc1NC(=O)c1c(O)c2cccc3c2n(c1=O)CC3	-7%	.	8%	.	3%	.
CCS(=O)(=O)Nc1ccc(-c2nnc(SCC(=O)c3cccc(OC)c3)o2)cc1	-7%	4%	0%	.	-3%	-16%
COC(=O)Cn1cnc2c1c(=O)n(C)c(=O)n2C	?	3%	2%	-28	-10%	14%
CN(CC(=O)Nc1cccc(F)c1)CC(=O)N(C)c1c(N)n(Cc2ccccc2)c(=O)[nH]c1=O	.	28%	.	10	.	14%
CC(C)(C)c1ccc(NC(=O)CC2(C(F)(F)F)OCCO2)cc1	-7%	10%	-2%	45	-6%[11.4 µM]	-6%
Next part:
SMILES	AmpC inh detg	AMA1-RON2 inh	Giardia FBPA inh	HCMV inh	Sm TGR inh	HCV inhibitor
Cc1ccccc1Nc1c(-c2c[nH]c3ccccc23)nc2ccccn12	10%	.	.	99	-3%	.
CC(C(=O)Nc1ccccc1-c1ccccc1)N(C)Cc1nc2ccccc2c(=O)[nH]1 (centres undefined)	-2%	78%[activator]	-18%	-29	3%	-14%
COc1ccc(-c2cc(C(F)(F)F)n3nc(C(=O)Nc4ccccc4SC)cc3n2)cc1OC	13%	.	.	0	3%	.
Cn1c(=O)c(=O)n(C)c2cc(S(=O)(=O)Nc3ccc(Cl)c(C(F)(F)F)c3)ccc21	0%	.	.	12	-20%	.
C#CCOCCOCCOCCNc1nc(N2CCN(C(=O)Cn3cc(CCCN=C(N)N)nn3)CC2)nc(N2CCN(C(=O)[C@H]([C@@H](C)O)n3cc(CCCCN)nn3)CC2)n1	1%	-7%	.	-1	?	14%
CCC(C)(C)NC(=O)CSc1nc(Cc2ccccc2)nc2ccccc12	-15%	-2%	5%	-72*	13%	-26%
CCN(C(=O)COC(=O)c1c(-c2ccccc2)noc1C)C1CCS(=O)(=O)C1 (centres undefined)	19%	-9%	16%	5	4%	-4%
COc1ccc(-c2cn3nc(N4CCCC(C(=O)Nc5cc(C)ccc5C)C4)sc3n2)cc1 (centres undefined)	-3%	.	.	0	1%	.
Cc1cc(C[n+]2ccccc2)c2nsnc2c1	?	-3%	-8%	?	-5%	?
O=C(NC1CCC(O)CC1)c1ccc(S(=O)(=O)NCc2ccco2)cc1 (centres undefined)	4%	1%	-3%	-15	-9%	2%
COc1ccc(S(=O)(=O)N(CC(=O)NCc2ccccn2)Cc2ccccc2)cc1	-4%	0%	-12%	-32	-6%	-6%
CC1CCCN(CC(O)CN2CCN(CC(O)CN3CCCC(C)C3)C(C)C2)C1 (centres undefined)	.	-24%	.	-13	.	9%
CN(Cc1ccccc1)C(=O)c1nc[nH]c1C(=O)N1CCN(C(=O)OC(C)(C)C)CC1	-2%	-6%	.	-12	0%	19%
CC(=O)NC1=NN(C(C)=O)C(c2ccccc2)S1 (centres undefined)	-2%	-7%	5%	?	5%	9%
Cc1csc(NS(=O)(=O)c2ccc(Cl)cc2)n1	7%	-2%	?	19	2%	6%
CCc1ccc(CNC(=O)CCc2nnc(CCc3ccc(OC)cc3)o2)nc1	2%	14%	5%	-15	0%	11%
O=C(Nc1ccc2oc(=O)c(C(=O)O)cc2c1)Oc1ccccc1	.	-20%	.	-34	.	6%
Cc1ccc(S(=O)(=O)N2C[C@@H]3[C@H]4CC[C@H](C4)[C@@H]3[C@@H](C)[C@@H]2c2ccco2)cc1	.	-5%	.	-22	.	?
CCCC(=O)Nc1nnc2n1CCS2	-3%	.	.	2	2%	.
CC(NC(=O)CCn1c(=S)[nH]c2ccsc2c1=O)c1ccccc1 (centres undefined)	2%	97%[activator]	?	-37	0%	-7%
Cc1ccc(C)c(OCCC(=O)OCC(=O)NC(=O)NC2CCCCC2)c1	.	-1%	.	6	.	11%
COC(=O)C1(C(F)(F)F)N=C(N(C)C)OC(N(C)C)=N1	-1%	9%	4%	-5	0%	-2%
CN(C(=O)CCCN1C(=O)c2cccc3cccc(c23)C1=O)c1ccccc1	-9%	5%	-13%	-62*	-11%	?
Clc1ccc2c(N/N=C/c3ccc(Br)cc3)ccnc2c1	0%	6%[11.6 µM]	-6%	-73*	-3%	11µM*
O=C(CSCc1c(Cl)cccc1Cl)NCc1ccccn1	-3%	15%	1%	-22	-2%	14%

Among those listed so far, these have bromine:
SMILES	AmpC inh detg	AMA1-RON2 inh	Giardia FBPA inh	HCMV inh	Sm TGR inh	HCV inhibitor
Brc1cccc(CNn2cnnc2)c1	.	7%	.	5	.	11%
Clc1ccc2c(N/N=C/c3ccc(Br)cc3)ccnc2c1	0%	6%[11.6 µM]	-6%	-73*	-3%	11µM*

(further entries)
SMILES	AmpC inh detg	AMA1-RON2 inh	Giardia FBPA inh	HCMV inh	Sm TGR inh	HCV inhibitor
COc1cc(S(=O)(=O)N2CCCCC2)ccc1NC(=O)Cc1ccccc1	-7%	-11%	2%	-18	-2%	2%
COC(=O)C1=C(c2ccc(OC)c(OC)c2)C[C@@H]2CC[C@H]1N2C(=O)NC(C)C	-2%	2%	.	11	-1%	3%
O=C(NCc1ccc(F)cc1)c1cnc(-c2ccccn2)nc1C(F)(F)F	?	49%[activator]	8%	16	2%	17%
CC(C)Oc1ccc(CNS(=O)(=O)c2ccc3c(c2)C(C)(C)C(=O)N3C)cc1	0%	.	.	-6	2%	.
COc1ccc(N(CC(=O)NCc2ccc(Cl)cc2)S(=O)(=O)c2c(C)noc2C)cc1	1%	1%	.	?	2%	-25%
N=c1sccn1CC(=O)Nc1ccc2c(c1)CCC2	?	5%	-9%	42	20%	-20%
COCn1c(C(O)c2ccccc2)cc2ccccc21 (centres undefined)	-17%	0%	10%	4	3%	-16%
CCc1cccc(CC)c1NC(=S)N1CCn2cccc2C1c1cccnc1 (centres undefined)	?	-15%	-7%	8	-2%	-7%
NC(=O)COC(=O)c1cc(Cl)cc(Cl)c1N	?	-4%	3%	16	5%	12%
O=C(CN1CCN(c2ccccc2)CC1)Nc1ccc(-n2cnnn2)cc1	-13%	-4%	3%	36	2%	-13%
CCn1c(SCC(=O)N2CCc3ccccc3C2)nc2c1c(=O)n(C)c(=O)n2C	-18%	-3%	0%	-10	0%	3%
COc1ccc(C(=O)N2CCN(c3ccccc3OC)CC2)cc1	0%	-4%	2%	1	?	12%
Cc1nc2ccccc2c2c1C(=O)N(C)C2=O	-7%	12%	4%	24	3%	?
N#Cc1cnc(NCc2ccc(Cl)cc2Cl)nc1	-2%	-1%	-3%	.	-1%	3%
CC(=O)c1ccc(NC(=O)C(C)OC(=O)CCCN=C2NS(=O)(=O)c3ccccc32)cc1 (centres undefined)	-22%	3%	.	-20	2%	-1%
COc1ccc(N2CCN(S(=O)(=O)c3ccc4c(c3)NC(=O)C(C)S4)CC2)cc1 (centres undefined)	?	-15%	.	0	-24%	?
CN(C)CCCN(C(=O)c1ccc(Br)s1)c1nc2ccc(F)cc2s1	18%	.	.	28	-4%	.
COc1ccc(C(=O)N/C(=C\c2ccccc2)C(=O)NCc2cccnc2)cc1	-8%	13%	0%	21	-6%	10%
c1ccc2c(c1)oc1c(NCCN3CCOCC3)ncnc12	3%	5%	-10%	-25	-8%	.
CCOC(=O)c1c(N)n(-c2cc(C)cc(C)c2)c2nc3ccccc3nc12	2%	.	.	15	-8%	.
COC(=O)c1ccccc1NC(=O)c1nc(S(=O)(=O)Cc2ccccc2F)ncc1Cl	5%	.	.	24	-24%	.
O=C(Nc1cccc(C(=O)N2CCCC2)c1)c1ccccc1Cl	2%	0%	-2%	53	0%	-14%
CCOC(=O)CSc1nnc(Cn2c(=O)sc3ccccc32)n1-c1ccccc1C	?	2%	-9%	6	0%	9%
O=C(c1ccccc1)N(C1=NCCCCS1)c1ccccc1	6%	-19%	17%	23	3%	15%
COc1ccc(CC(=O)NC2CC(=O)N(c3ccc(C)c(C)c3)C2)cc1OC (centres undefined)	3%	.	.	-7	0%	.
CC1CCc2c(C(=O)Nc3ccc(N4CCOCC4)cc3)csc2C1 (centres undefined)	0%	-11%	0%	-35	-2%	-23%
COc1ccc(/C=C/C(=O)Nc2nc(C)c(C(=O)N(C)C)s2)cc1	-2%	12%	1%	-36	-7%	19%

For convenience, some entries already given.
SMILES	AmpC inh detg	AMA1-RON2 inh	Giardia FBPA inh	HCMV inh	Sm TGR inh	HCV inhibitor
CN(C)CCCN(C(=O)c1ccc(Br)s1)c1nc2ccc(F)cc2s1	18%	.	.	28	-4%	.
COc1ccc(C(=O)N/C(=C\c2ccccc2)C(=O)NCc2cccnc2)cc1	-8%	13%	0%	21	-6%	10%
